# PTAP TSG101 blk = qHTS Assay for Iinhibitors of HIV-1 Budding by Blocking the Interaction of PTAP/TSG101 | 340,000 tested, under 10 active | AID 493005, 2010 | Tumor susceptibility gene 101 protein (Homo sapiens), Q99816 | Fluorescence polarization, FITC-PTAP peptide / Tsg101 binding | Potency, µM (doses to about 115 µM), for inactives: at the highest dose activity change, negative = inhibition, most hits filed as inhibitors; active = well fitted inhibition curve with a large enough effect in the main read-out, with a control signal flat, not every such curve was filed as active; inconclusive = small, poorly fitted or top-dose-only effect, or effect the other way, or a change in a side signal; inactive = no such curve, though single readings can be large or run the other way; note: potency is the fitted concentration of half-maximal effect; % of control where 0% means no effect
#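 Steps: Tsg101 binding domain dispensed (10 uM final), compounds pinned in DMSO, FITC-labeled PTAP-motif peptide added (50 nM final); after 20 min binding at room temperature, polarization measured.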
# BCR signal inh = qHTS Assay to Find Inhibitors of Chronic Active B-Cell Receptor Signaling; ABC-DLBCL IkBa-CBG/CBR reporter, luminescence ratio, 4 h; Potency, µM (doses to about 46.1 µM), inactives show top-dose ratio change, negative = lower green/red ratio, actives largely listed as inhibitors; actives 0.05% (n = 340,000); AID 493014, 2011; active = well fitted inhibition curve with a large enough effect in the signal ratio, with a control signal flat, not every such curve was filed as active; inconclusive = small, poorly fitted or top-dose-only effect, or effect the other way, or a change in a side signal; the % refers to the signal ratio;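 note: potency is the fitted concentration of half-maximal effect; plate controls were basal doxycycline-induced cells for no effect and cells given 10 µM MG132 for full effect; MG132 reads +100%, hits lower the ratio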
#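 Doxycycline induced both beetle luciferases in TMD8 lymphoma cells; IKK-driven degradation limits the IkappaBalpha-fused green signal, while red luminescence normalises for cell number and nonspecific effects. Compounds tested up to 46 uM, 4 hrs.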
# B2AR arrestin = qHTS assay of beta-arrestin-biased ligands of beta2-adrenergic receptor. beta-arrestin recruitment to beta2AR, cell-based reporter. Potency, µM (doses to about 46.1 µM), for the others: at the top dose activation, actives largely listed as activators. actives 0.02% (n = 330,000). AID 492947, 2010;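 note: potency is the fitted concentration of half-maximal effect; 0% = DMSO controls and full agonism = EC100 isoproterenol or metaproterenol; nearly all actives have a fitted effect of over 65% in size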
# Menin MLL FP TR = qHTS Assay for Inhibitors Targeting the Menin-MLL Interaction in MLL Related Leukemias: Competition With Texas Red Labeled MLL-derived Mutant Peptide | O00255 | Menin + Texas Red MLL mutant peptide, fluorescence polarization | Potency, µM (doses to about 61.6 µM), for the others: at the highest dose FP activity change, negative = inhibition, actives largely listed as inhibitors | actives 0.23% (n = 270,000) | AID 1768, 2009; active = well fitted inhibition curve with a large enough effect in the polarisation, with a control signal flat, not every such curve was filed as active; inconclusive = small, poorly fitted or top-dose-only effect, or effect the other way, or a change in a side signal; inactive = no such curve, though single readings can be large or run the other way; the % refers to the polarisation; note: potency is the fitted concentration of half-maximal effect; % of control where 0% means no effect; many of its hits are not listed in these tables
# Target sequence (O00255 whole entry, looked up): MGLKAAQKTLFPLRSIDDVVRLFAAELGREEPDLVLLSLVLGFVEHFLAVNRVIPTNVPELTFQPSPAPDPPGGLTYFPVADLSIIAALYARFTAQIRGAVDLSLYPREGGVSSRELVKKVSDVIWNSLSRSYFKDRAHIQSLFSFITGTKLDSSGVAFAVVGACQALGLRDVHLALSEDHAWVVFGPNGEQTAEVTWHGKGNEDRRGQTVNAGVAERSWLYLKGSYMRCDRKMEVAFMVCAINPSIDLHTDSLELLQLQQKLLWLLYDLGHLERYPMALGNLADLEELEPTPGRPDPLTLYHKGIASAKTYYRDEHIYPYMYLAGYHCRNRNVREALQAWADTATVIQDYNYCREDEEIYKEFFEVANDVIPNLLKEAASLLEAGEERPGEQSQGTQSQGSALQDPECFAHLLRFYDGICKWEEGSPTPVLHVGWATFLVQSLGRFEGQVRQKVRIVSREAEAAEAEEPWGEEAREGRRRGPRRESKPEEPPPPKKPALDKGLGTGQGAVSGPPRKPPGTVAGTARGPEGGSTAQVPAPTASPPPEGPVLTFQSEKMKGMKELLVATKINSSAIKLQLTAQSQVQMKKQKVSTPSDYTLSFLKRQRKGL
# S-ASM inh = Inhibitors of Secretory Acid Sphingomyelinase (S-ASM): qHTS | placental ASM, HMU-PC fluorogenic substrate, 60 min | AID 504937, 2011 | Potency, µM (series often up to 57.5 µM), for the others: at the highest dose activity change, negative = inhibition, usual class: inhibitors | actives 0.006% (n = 340,000); note: potency is the fitted concentration of half-maximal effect
#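 Human placenta-derived ASM preincubated with compound 10 min at room temperature, then reacted with 9 uM (final) fluorogenic HMU-PC substrate for 60 min at 37 C. Stop solution raises pH to 10; fluorescence read at Ex 386/Em 447 nm.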
# Tb PFK inh = qHTS Assay to Find Inhibitors of T. brucei phosphofructokinase | actives 0.17% (n = 330,000) | Potency, µM (top dose mostly 57.5 µM), for the others: top-dose activity, negative = inhibition, most hits filed as inhibitors | T. brucei PFK, ADP-Glo luminescence;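 note: potency is the fitted concentration of half-maximal effect; 0% = uninhibited 1x PFK enzyme wells and -100% = no-enzyme wells; nearly all actives have a fitted effect of over 60% in size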
#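 In TEA buffer at pH 8.0 with 5 mM MgCl2, enzyme (1.25 nM) converted F6P (0.5 mM) and ATP (0.1 mM) for 45 min at room temperature. ADP product was read by luciferase luminescence.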
# Integrin act MD = qHTS for Activators of Integrin-Mediated Alleviation for Muscular Dystrophy | actives 0.064% (n = 350,000) | Potency, µM (titrated, usually from 38.3 µM), for inactives: top-dose activation, hits mostly activators | alpha7betagal myoblasts, beta-gal FDG fluorescence, 48 h;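 note: potency is the fitted concentration of half-maximal effect; 100% = response of the positive control SU9516; nearly all actives have a fitted effect of over 60% in size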
#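 Alpha7betagal+/- myoblasts (passage 13) were plated 16-24 hr, then exposed to compounds (1:260 dilution of DMSO stock) for 48 hours at 37C. After MPER lysis, β-galactosidase reporter activity was read as FDG fluorescence (ex 480/em 540) after 30 minutes.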
# PKM2 act = qHTS Assay for Activators of Human Muscle isoform 2 Pyruvate Kinase. Pyruvate kinase PKM (Homo sapiens), P14618. purified PKM2, Kinase-Glo ATP luminescence, activation; response scale: 0% is enzyme alone, no compound. Potency, µM (doses to about 57.5 µM), for inactives: at the top dose activation, hits mostly activators. actives 0.34% (n = 260,000). AID 1631, 2009; note: potency is the fitted concentration of half-maximal effect; % is set by controls: 0 for no effect and ±100 for the full control effect; nearly all actives have a fitted effect of over 55% in size
#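 Purified hPK-M2 (>95% pure) converted ADP (0.1 mM final) to ATP with 0.5 mM PEP in 50 mM imidazole pH7.2, KCl, MgCl2, Tween 20, BSA; 1 h at room temperature. ATP detected by Kinase-Glo luminescence.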
# Coupling enz = qHTS Assay for Inhibitors of Fructose-1,6-bisphosphate Aldolase from Giardia Lamblia: Coupling assay counterscreen. actives 0.67% (n = 290,000). activity change, negative = inhibition, % at 58.2 µM, hits read low. coupling enzyme system counterscreen, AmpLite Red fluorescence. AID 2472, 2010; in the data active = activity change below about -30%; note: % is set by controls: 0 for no effect and ±100 for the full control effect
#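 Fluorescence at 525 nm excitation and 598 nm emission measured inhibition of the coupled detection system without aldolase. Compounds (at 57.5 uM final) were preincubated 10 min at room temperature with coupling enzyme reagent before a 20 min substrate/AmpLite Red step.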
# Giardia killer = Small Molecules that selectively kill Giardia lamblia: qHTS; actives 0.15% (n = 340,000); activity change, % at 7.66 µM, hits read low; Giardia lamblia trophozoite viability; AID 540267, 2011; in the data active = activity change below about -80%; inconclusive = between about -30% and that limit;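 note: parasites exposed to compound for two days anaerobically before the ATP read; % is set by controls: 0 for no effect and ±100 for the full control effect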
#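 Trophozoites 100 cells/well + cpd; 48 hrs, 37 deg C, anaerobic. ATPLite 1-Step added, 15-30 min RT, luminescence read (ATP-based viability).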
# GALK inh = qHTS Assay for Inhibitors of Human Galactokinase (GALK). Potency, µM (titrated, usually from 57.5 µM), for inactives: top-dose activity change, negative = inhibition, usual class: inhibitors. P51570. actives 0.007% (n = 270,000). Purified GALK, Kinase-Glo residual ATP luminescence; note: potency is the fitted concentration of half-maximal effect; % is set by controls: 0 for no effect and ±100 for the full control effect
# Target sequence (P51570 whole entry, looked up): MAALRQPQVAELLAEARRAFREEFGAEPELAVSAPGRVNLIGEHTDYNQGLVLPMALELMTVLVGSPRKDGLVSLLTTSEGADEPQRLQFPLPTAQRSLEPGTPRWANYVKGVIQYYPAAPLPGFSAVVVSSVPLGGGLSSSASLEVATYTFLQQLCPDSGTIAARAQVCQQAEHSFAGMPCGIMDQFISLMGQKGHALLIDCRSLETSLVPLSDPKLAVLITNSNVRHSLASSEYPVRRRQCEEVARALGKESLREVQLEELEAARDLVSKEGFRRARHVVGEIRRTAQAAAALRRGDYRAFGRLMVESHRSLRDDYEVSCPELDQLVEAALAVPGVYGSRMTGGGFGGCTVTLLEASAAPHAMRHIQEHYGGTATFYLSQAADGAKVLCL
#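 5 nM enzyme, 35 uM ATP, 100 uM galactose, 20 mM HEPES pH8.0, 5 mM MgCl2; 1 h RT; residual ATP by Kinase-Glo Plus luminescence, qHTS format.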
# Starred values were filed as active, the others as inactive; u = inconclusive; x = not tested or not shown; [ ] = dose if it differs, or a comment. Unless noted, calls come from the whole dose curve; as a rule, active = well fitted curve in the direction sought with a large enough effect; inconclusive = small, poorly fitted or top-dose-only effect, or another doubt; inactive = no such curve, though single readings can be large; an effect the other way counts as inactive or inconclusive. Not all compounds are listed; the hit share may differ from the screen's.
compound,BCR signal inh,Coupling enz,B2AR arrestin,Integrin act MD,Giardia killer,Tb PFK inh,PTAP TSG101 blk,PKM2 act,S-ASM inh,Menin MLL FP TR,GALK inh
CCOC(=O)CC(NC(C)=O)c1ccc([N+](=O)[O-])cc1 (stereo unspecified),0.4%,1.8,-0.5%,5.6%,3.7,-5.3%,-0.9%,16.7%,1.2%,10.6%,1.6%
COC(=O)/C=c1\[nH]c2nnc(C)n2c1=O,0.4%,1.7,-0.2%,-3.9%,5.3,-0.1%,-9.1%,-5.8%,12.3%,x,x
O=C(OCC(=O)N1CCN(C(=O)c2ccco2)CC1)c1ccccc1OCc1ccc(Cl)cc1,0.0%,-2.0,-0.2%,14.5%,2.6,-2.3%,-1.7%,-3.5%,-1.7%,-14.6%,-2.0%
O=C(c1ccc(S(=O)(=O)N2CCCCC2)cc1)N1CCN=C1SCc1cccnc1,1.5%,1.4,-1.7%,-3.9%,-27.0,3.2%,0.2%,2.5%,3.5%,-0.5%,1.0%
Cc1nnc(Sc2nc3c(c(=O)[nH]c(=O)n3C)n2Cc2ccccc2)s1,-1.9%,4.5,-0.1%,-7.0%,-14.4,0.4%,-3.9%,5.2%,5.1%,x,0.1%
O=C(O)CCC(=O)NNC(=O)COc1cccc(Cl)c1,-0.6%,0.4,9.7%,-4.4%,-8.5,-5.6%,-6.4%,11.9%,5.5%,-1.5%,-2.7%
Cc1cccc(C)c1NC(=O)/C(C#N)=C/c1ccsc1,-15.2%,-3.3,-0.5%,-8.5%,-2.2,0.2%,-1.1%,-0.3%,4.5%,0.2%,-1.1%
CCOC(=O)c1cc(C(=O)Nc2sc3c(c2C#N)CCCC3)nn1C,2.8%,1.2,-0.7%,-23.7%,4.0,-26.3%,-6.7%,-8.4%,3.1%,-14.3%,-9.8%
COC(=O)c1ccc2c(=O)[nH]c(CSc3nc(C)cs3)nc2c1,3.0%,1.0,1.0%,-26.3%,-13.3,2.4%,-4.2%,2.1%,7.2%,15.0%,1.2%
CC(C)(C)OC(=O)NC(Cc1ccccc1)C(=O)NC(CSC1CCCCO1)C(=O)NN (stereo unspecified),-2.4%,3.3,-0.5%,-25.4%,2.9,0.3%,-4.7%,-1.0%,-0.4%,u,4.5%
CC12CCC(O)CC1=CCC1C2CCC2(C)C1CCC21CCC(=O)O1 (stereo unspecified),-12.3%,2.9,-2.7%,-20.9%,-20.1,0.8%,-0.1%,-1.6%,-9.8%,-3.8%,1.7%
COc1ccc(NC(=O)c2cc3c(-c4ccc(OC)c(OC)c4)nn(C)c3s2)cc1OC,u,0.4,14.1%,-45.7%[inhibitor],1.4,0.1%,-11.4%,-15.8%,-29.6%,u,0.3%
CCOC(=O)CSc1nc(-c2ccccc2)nc2ccc(F)cc12,4.1%,-7.8,0.3%,11.1%,-4.6,-2.6%,-1.5%,3.0%,-10.3%,-0.4%,-3.0%
CSCC(=O)N1CCC(n2nccc2NC(=O)c2ccc3c(c2)OCO3)CC1,0.8%,0.3,0.4%,0.0%,23.1,3.1%,-7.8%,x,1.3%,7.3%,-1.7%
CN(C)C(=O)c1ccc(NC(=O)c2sccc2-c2ccccc2)cc1,2.9%,x,0.1%,-16.9%,0.9,-8.5%,0.0%,3.3%,2.5%,x,0.7%
O=C(O)CCc1ccc(-c2ccc(Br)cc2)n1NC(=O)c1ccc([N+](=O)[O-])cc1,-0.1%,4.7,0.0%,-30.5%,-1.7,1.2%,-0.8%,6.1%,3.6%,x,-3.0%
CCn1c(=O)c([N+](=O)[O-])c(NCCc2ccccc2)c2ccccc21,4.2%,0.3,0.3%,-6.8%,2.5,4.7%,-3.0%,-6.5%,-18.4%,6.0%,-0.1%
CCOC(=O)c1nnn(CC(=O)NC(=O)Nc2ccccc2)c1C(=O)OCC,u,3.1,-0.2%,37.1%,-0.8,-1.4%,-8.5%,0.4%,-2.4%,-5.5%,0.7%
CCC(C)[C@H]1CNCCN1CCCc1cc(OC)c(OC)c(OC)c1 (stereo partly specified),-0.7%,x,-0.1%,-29.2%,u,-3.3%,-0.5%,x,3.7%,x,x
CC(=O)CCc1c(C)c2cc(C)ccc2[nH]c1=O,u,-0.2,0.3%,12.3%,2.2,3.1%,-2.3%,-0.2%,-0.6%,-13.7%,-1.0%
CCn1c(SC(=O)NC2CCCCC2)nnc1-c1cccs1,-5.9%,-1.3,-0.2%,1.6%,-0.9,4.3%,-1.2%,-0.4%,-6.1%,-0.6%,0.4%
Cc1noc(C)c1NC(=O)Nc1cccc2c1O[C@H](CN(C)S(=O)(=O)c1ccccc1)[C@@H](C)CN([C@H](C)CO)C2=O,0.4%,x,0.2%,-43.2%,17.7,-3.2%,-5.7%,x,-0.6%,x,x
O=C(CCSCCC(=O)NCc1cccs1)NCc1cccs1,-0.6%,2.3,0.5%,-30.1%,-3.8,-0.1%,-5.5%,1.2%,2.4%,6.2%,3.6%
Nn1c(COc2ccccc2F)nnc1SCC(=O)NC1CC1,2.8%,x,-0.1%,26.7%,-4.6,-2.4%,-0.5%,x,-1.7%,x,x
Cc1ccc(/C=N/NC(=O)Cc2c[nH]c3ccccc23)c(C)c1,u,-0.6,-0.3%,-21.3%,4.2,-16.2%,-4.3%,0.0%,-13.3%,29.7%,1.7%
CC1CN(Cc2ccc(C#N)cc2Cl)CC(C)O1 (stereo unspecified),-3.0%,0.9,-0.5%,4.6%,11.0,8.1%,-1.6%,-3.8%,0.3%,-4.8%,2.1%
Cc1cc(C(=O)O)cc(S(=O)(=O)Nc2c(C)nn(C)c2C)c1C,1.2%,x,-0.3%,0.1%,4.8,-2.1%,0.1%,x,5.7%,x,x
CC(=O)Nc1ncc(Cc2ccc(Cl)cc2Cl)s1,u,9.0,-0.4%,11.5%,-17.6,-2.2%,-1.6%,-2.9%,-2.8%,10.5%,1.5%
COc1ccc([C@H]2CC(=O)C=C(c3ccc(-c4ccccc4)c(F)c3)C2)cc1,u,x,-0.2%,15.7%,-16.7,2.7%,0.8%,x,-4.2%,x,x
CCS(=O)(=O)N1CCN(Cc2ccccc2OC)CC1,5.3%,-9.5,-2.0%,-12.7%,-4.9,-21.3%,-2.9%,-1.2%,0.0%,u,0.5%
COc1ccc(C(=O)COC(=O)COc2ccc(C)c(C)c2)cc1,-2.8%,2.6,0.3%,4.5%,24.9,-1.5%,-4.9%,1.3%,-3.4%,8.9%,x
Cc1nnc(SCC(=O)NC(C)(C)C)n1NCc1cccc(Br)c1,-0.8%,1.0,6.4%,11.6%,-20.7,1.7%,-0.5%,-0.1%,1.1%,-15.7%,-5.5%
CC1=NN(C(N)=S)C(=O)C1N=Nc1ccccc1O (stereo unspecified),-0.8%,1.2,0.3%,-36.6%,10.2,-1.4%,0.4%,2.1%,-6.0%,5.4%,4.1%
N#Cc1ccc(OCC(O)CS(=O)(=O)c2ccccc2)cc1 (stereo unspecified),-0.6%,-3.3,0.0%,10µM*,8.9,-0.9%,1.7%,6.6%,2.0%,-4.1%,-0.7%
Cc1cccc(N2CCN(C(=O)C3CCN(S(=O)(=O)c4cnc[nH]4)CC3)CC2)c1C,3.7%,2.6,-0.2%,22.8%,1.2,1.4%,-3.1%,-2.1%,-1.4%,-11.7%,-0.2%
C=CCn1c(C)csc1=Nc1ccccc1C,u,-0.2,0.0%,0.0%,-15.8,-3.8%,-1.4%,1.0%,-4.2%,8.5%,-1.9%
Cc1onc(-c2ccccc2)c1C(=O)N=C(N)c1ccc(C(F)(F)F)cc1,-0.6%,-1.4,-0.6%,0.4%,16.6,0.1%,-1.8%,-0.1%,0.3%,x,-1.6%
Cc1nc(-c2ccc(Cl)cc2)sc1C1(C)CC(c2ccc(C#N)cc2)=NO1 (stereo unspecified),11.4%,0.8,-0.5%,0.0%,0.2,4.4%,0.3%,-2.1%,1.6%,x,4.4%
